ABCB6 inh 2 = ABCB6 transporter inhibitors, primary screen, K562-ABCB6 cells, flow cytometry, MLPCN library; ATP-binding cassette sub-family B member 6 (Homo sapiens), Q9NP58; K562-ABCB6 porphyrin accumulation, 1 h; active compounds read low; fluorescence ratio to DMSO, % at 10 µM; 360,000 tested, 0.19% active;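 active = fluorescence ratio to DMSO below 75%, the collection mean minus 3 SD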;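 note: signal is porphyrin accumulated inside mitochondria; 100% equals median channel fluorescence of DMSO control wells; lower ratio means ABCB6 inhibition with less porphyrin fluorescence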
PDI inh = inhibitors of human PDI, primary screen, biochemical, turbidity, single point, plate reader; 350,000 tested, 0.052% active; inhibition, % at 10 µM; PDI insulin aggregation turbidity, A650, 90 min; AID 588391, 2011; Protein disulfide-isomerase (Homo sapiens), P07237;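 active = mean inhibition across replicates of 30% or more, whatever share of single replicates reach that level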;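 note: absorbance from insulin aggregation driven by PDI reduction with DTT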
Target sequence (P07237 whole entry, looked up): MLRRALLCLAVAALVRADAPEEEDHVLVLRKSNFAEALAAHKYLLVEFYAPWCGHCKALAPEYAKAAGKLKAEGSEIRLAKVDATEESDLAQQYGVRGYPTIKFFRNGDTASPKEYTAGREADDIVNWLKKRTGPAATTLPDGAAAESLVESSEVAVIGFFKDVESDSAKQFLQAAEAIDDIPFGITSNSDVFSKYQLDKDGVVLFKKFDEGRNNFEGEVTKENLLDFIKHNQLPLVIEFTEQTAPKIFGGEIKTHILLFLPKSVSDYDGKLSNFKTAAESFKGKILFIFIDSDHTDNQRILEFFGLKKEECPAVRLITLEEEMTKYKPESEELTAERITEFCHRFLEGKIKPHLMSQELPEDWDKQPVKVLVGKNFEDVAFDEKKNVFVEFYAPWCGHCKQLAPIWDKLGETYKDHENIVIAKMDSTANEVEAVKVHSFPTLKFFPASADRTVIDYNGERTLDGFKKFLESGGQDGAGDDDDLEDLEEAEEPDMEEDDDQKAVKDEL
MC4R barr agon = MC4R agonists recruiting beta-arrestin, primary screen, cell-based, luminescence, agonist arm of biased-ligand search; Melanocortin receptor 4 (Homo sapiens), P32245; U2OS MC4R beta-arrestin complementation; percent of melanotan II response, DMSO zero; 360,000 tested, 0.98% active; activation, % at 8.9 µM;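 active = activation above a per-plate cutoff, the mean activation of sample wells on that plate plus 3 SD, cut at about 8% in these data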
MC4R antagonist = MC4R antagonists of cAMP signaling, primary screen, cell-based, TR-FRET, antagonist arm of biased-ligand search; Melanocortin receptor 4 (Homo sapiens), P32245; MC4R-expressing cells, MTII-stimulated cAMP, LANCE TR-FRET; inhibition, % at 6.5 µM; 360,000 tested, 0.48% active; AID 540295, 2011;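 active = inhibition above its plate's cutoff, the mean of tested wells on that plate plus 3 SD, cut at about 29% in these data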;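 note: 0% = Melanotan II alone and 100% = Melanotan II plus saturating MCL0020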
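Assay system: U2OS cells stably expressing human melanocortin 4 receptor (MC4R) / Dosing: 6.5 µM / Timing: compound 30 min, challenge 1 h, detection 1 h / Measured by: Eu-cAMP/anti-cAMP TR-FRET, emission 671 nm / Replicates: singlicate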
ABHD5 PLIN5 PPI = ABHD5-PLIN5 interaction inhibitors, primary screen, cell lysate, split luciferase complementation, luminescence | Split G. princeps luciferase complementation, 4 h | inhibition, % at 4 µM | 360,000 tested, 0.78% active | AID 602281, 2012 | Perilipin-5 (Homo sapiens) + 1-acylglycerol-3-phosphate O-acyltransferase ABHD5 (Homo …;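 active = inhibition above the mean inhibition across every tested compound plus 3 SD, cut at about 22% in these data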;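 note: 0% = DMSO only wells and the 100% control is not disclosed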
Cardio protect = cardioprotection against H2O2-induced cell death, primary screen, uHTS, H9c2 cells, ATPLite luminescence | protection from H2O2 cell death, % at 20 µM | 360,000 tested, 0.63% active | H9c2 cardiomyocytes, H2O2 injury protection, 2 h;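 active = compounds giving at least 50% protection of heart cells from peroxide-induced death in the single-dose screen, raw or plate-pattern-corrected value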;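 note: 0% = DMSO wells with peroxide and 100% = DMSO wells without peroxide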
Granule exo inh = LAMP-1 surface exposure blockers, TALL-104 cells – cell-based, flow cytometry, MLPCN library, primary screen; TALL-104 LAMP-1 surface exposure; cells stimulated with thapsigargin and PMA; inhibition, % at 10 µM; 360,000 tested, 0.66% active; AID 651702, 2012;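 active = inhibition above about 55%, limit read from the data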
N-glyco inh = increase of ERlucT glycosylation luciferase signal, primary screen, N-linked glycosylation inhibitor project, D54 ERlucT cells, luminescence, set 2; reporter increase, % at 12.5 µM; D54 ERlucT glycosylation luciferase reporter, 24 h; percent of 100 nM tunicamycin response; 360,000 tested, 0.23% active; AID 588692, 2011;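 active = mean luciferase reporter signal, scaled so untreated is 0 and the glycosylation-blocking control 100, at or above a set limit in every replicate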;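 note: luciferase carries N-glycosylation sites so blocking glycosylation raises the light; 0% = median of neutral control wells and 100% = median of 100 nM tunicamycin wells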
m5-HT2A agonist = mouse Htr2a agonists via beta-arrestin recruitment, primary screen, cell-based, luminescence; 5-hydroxytryptamine receptor 2A (Mus musculus), P35363; CHO-K1 mHTR2A beta-arrestin complementation; percent of 30 µM serotonin response; activation, % at 7.6 µM; 360,000 tested, 0.66% active; AID 624169, 2012;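 active = activation above a run cutoff, the mean activation of all tested compounds plus 3 SD, cut at about 14% in these data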;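 note: 0% = plate median of compound wells and 100% = 30 µM serotonin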
Target sequence (P35363 whole entry, looked up): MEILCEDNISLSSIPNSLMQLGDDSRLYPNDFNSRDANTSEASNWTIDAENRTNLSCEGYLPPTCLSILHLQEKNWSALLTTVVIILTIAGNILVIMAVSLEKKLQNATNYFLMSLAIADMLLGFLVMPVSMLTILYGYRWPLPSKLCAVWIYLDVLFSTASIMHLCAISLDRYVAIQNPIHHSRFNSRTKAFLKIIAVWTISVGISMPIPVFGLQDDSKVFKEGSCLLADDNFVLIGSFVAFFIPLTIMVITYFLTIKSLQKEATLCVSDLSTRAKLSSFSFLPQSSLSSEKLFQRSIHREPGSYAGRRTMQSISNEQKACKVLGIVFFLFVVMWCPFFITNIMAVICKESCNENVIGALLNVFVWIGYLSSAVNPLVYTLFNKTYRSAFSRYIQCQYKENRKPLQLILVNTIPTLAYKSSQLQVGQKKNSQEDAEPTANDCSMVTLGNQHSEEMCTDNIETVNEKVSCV
CaV13 ICDI inh = Primary screen for inhibitors of IQ motif and Ca2+-dependent inactivation inhibitor domain binding in CACNA1D, Förster resonance energy transfer in living cells, …. HEK cells, CFP/YFP FRET ICDI-IQ, plate reader, 10 min; percent FRET-ratio fall versus neutral wells. inhibition, % at 12.3 µM. 340,000 tested, 0.098% active;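 active = mean replicate inhibition of at least 30% and at least 1% of replicates passing that level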;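 note: 0% = median of the neutral control wells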
* hit, by the source's call; . = not tested or not shown.

SMILES	ABCB6 inh 2	PDI inh	MC4R barr agon	MC4R antagonist	ABHD5 PLIN5 PPI	Cardio protect	Granule exo inh	N-glyco inh	m5-HT2A agonist	CaV13 ICDI inh
CC(C)COC(=O)N(C)C[C@H]1OCc2cnnn2CCCC(=O)N([C@@H](C)CO)C[C@H]1C	102.0	-3.8	0.6	0.2	-4.1	-8.5	-0.8	-0.3	-1.2	-6.8
CCN(CC)c1cc(C)c2cc(NC(=O)c3cccs3)ccc2n1	101.0	7.3	-1.0	5.4	-1.1	10.4	66.8*	1.8	-3.9	7.2
O=S(=O)(Cc1ccccc1)N1CCCc2ccccc21	107.0	19.1	-0.2	7.8	0.5	4.4	-0.7	-1.1	1.1	-1.3
CCOc1ccc(NC(=O)c2cccc(-n3cnnn3)c2)cc1	77.0	-0.4	2.6	14.9	1.4	-1.5	-0.2	-2.5	0.9	-4.2
CC(Sc1ncn[nH]1)C(=O)NCc1ccccc1 (centres undefined)	97.0	13.9	2.1	-0.8	-10.4	-0.4	0.7	-0.3	1.8	-6.9
O=C(/C=C\c1cccs1)c1c(O)ccc2ccc(=O)oc12	101.0	1.8	-1.2	4.2	24.6*	18.2	-1.8	3.2	-7.6	-17.4
Cc1coc2c(C)c3oc(=O)c(CCC(=O)NCc4ccccn4)c(C)c3cc12	100.0	.	7.0	8.4	1.1	-1.2	-0.6	0.2	-1.3	.
COC(=O)C(OC(=O)c1ccc(OC)cc1)C(=O)OC	102.0	14.2	-1.0	13.1	4.3	11.4	-5.3	0.5	4.6	-4.1
Cc1c(/C=N\NC(=O)C2COc3ccccc3O2)c2ccccc2n1C (centres undefined)	97.0	15.3	-0.3	-17.0	-1.3	1.0	-0.2	21.1	-0.8	-18.2
COc1cc(C#Cc2c(-c3cncn3C)n(C)c3ccc(-c4ccc(OC)nc4)cc23)cc(OC)c1	99.0	11.4	-0.5	13.7	1.9	-1.5	-7.7	-8.5	2.9	-10.7
CC(C)CCn1nnnc1CN1CCN(C(c2ccccc2)c2ccccc2)CC1	171.0	1.3	-2.7	4.6	0.6	-1.4	4.7	-4.5	-7.4	3.8
COc1ccc(C(=O)CSc2nnc(CNC(=O)c3ccccc3F)n2C)cc1OC	98.0	7.1	0.9	3.0	3.6	5.7	-7.6	0.8	2.7	-4.3
CC1CCc2c(C(=O)Nc3ccccn3)csc2C1 (centres undefined)	102.0	-3.4	2.7	9.7	-1.3	-15.1	-10.5	-3.3	3.9	-15.3
NC(=O)c1ccccc1NC(=O)Nc1ccccc1Cl	99.0	-9.4	3.7	-1.2	11.7	0.4	13.2	1.7	3.6	-10.1
COc1cc(Nc2nc3ccccc3n3nnnc23)cc(OC)c1OC	107.0	9.2	0.6	8.0	2.6	68.0*	-2.5	2.1	0.5	-5.2
CC(C)Sc1nc2ccc(N3C(=O)C4CCCCC4C3=O)cc2s1 (centres undefined)	90.0	5.1	0.5	6.3	-1.8	-5.9	5.5	1.6	0.0	-3.5
Cc1c(C(=O)Nc2cccc(Cl)c2)oc2ccc(S(=O)(=O)N3CCC4(CC3)OCCO4)cc12	107.0	-3.2	0.7	10.4	-7.5	6.4	5.2	0.4	-1.6	-7.5
COc1ccc(C(=O)N2CCN(Cc3ccccn3)CC2)cc1	99.0	-0.9	0.7	9.3	4.5	1.4	-14.1	1.4	0.5	-4.0
NS(=O)(=O)c1ccc(CNC(=S)Nc2ccc(F)c(Cl)c2)cc1	113.0	6.5	-3.6	11.9	3.5	-1.4	11.8	-1.9	0.3	1.3
O=C(O)C1=C[C@@H](C2CCCCC2)C[C@@H](OCCCCO)O1	93.0	5.7	1.7	5.0	-7.0	9.4	0.8	4.4	0.8	-9.4
O=C(O)/C=C/c1cccc(NC(=O)c2ccc(Cl)cc2)c1	100.0	6.0	-1.6	3.4	-6.3	-11.8	4.2	0.9	8.1	-4.3
O=C(CN(C(=O)c1csnn1)c1cccc(Cl)c1)NC1CCCCC1	101.0	3.8	-3.3	0.6	-32.0	-3.7	-10.6	-0.3	3.0	-3.1
O=C(Nc1cccc(-c2nc3ccccc3s2)c1)c1cccs1	101.0	0.1	-2.6	8.2	3.9	-2.9	7.9	1.6	3.1	-4.5
COc1ccc(/C=C2\SC(=O)N(CCCC(=O)Nc3ccc(C(=O)O)cc3)C2=O)cc1	97.0	-5.2	-0.6	0.0	-0.7	-2.9	1.6	-3.3	4.6	-9.5
O=C(CC1C(=O)NCCN1Cc1cccc(F)c1F)NCCCC1CCCC1 (centres undefined)	100.0	-1.5	-0.9	8.5	0.0	-2.8	2.1	-1.3	12.5	-5.8
Further entries follow:
SMILES	ABCB6 inh 2	PDI inh	MC4R barr agon	MC4R antagonist	ABHD5 PLIN5 PPI	Cardio protect	Granule exo inh	N-glyco inh	m5-HT2A agonist	CaV13 ICDI inh
Cc1cccnc1CN1CCN(Cc2nc(Cc3cccc(F)c3)no2)CC1	98.0	-5.8	1.8	1.5	-8.6	0.0	-1.5	1.4	-1.3	-1.2
Cc1ccc2[nH]c(O)c(N=NC(=O)CCc3ccccc3)c2c1Br	99.0	1.7	-0.4	11.3	-8.2	-6.8	0.0	-8.1	-4.1	-2.6
CSc1nnc(SCC(=O)Nc2ccc3[nH]c(=O)[nH]c3c2)s1	87.0	8.1	-0.9	-1.8	0.8	10.1	-0.7	0.8	-5.9	-7.6
COC(=O)c1ccccc1NC(=O)c1cnn2cccnc12	95.0	-4.5	3.3	-2.3	0.8	4.1	-1.3	2.1	-4.0	-3.0
O=C(NCc1ccccc1Cl)C1CCC(CNc2c(N3CCCCC3)c(=O)c2=O)CC1 (centres undefined)	106.0	-4.4	0.4	3.3	13.6	-2.0	0.1	-2.6	-2.5	-7.6
COc1ccc(CCNC(=O)c2c[nH]c3ccccc3c2=O)cc1OC	88.0	9.8	-0.4	6.8	6.4	9.6	-6.1	2.8	-3.0	-4.5
O=C(CC(c1ccco1)S(=O)(=O)c1ccccc1)c1ccc(F)cc1 (centres undefined)	98.0	-9.0	2.7	-9.1	19.5	3.1	-1.2	3.7	4.2	-4.4
CC(=NNc1ccc2ccccc2n1)c1ccccc1O	91.0	12.2	0.0	-0.8	-4.3	-15.7	-9.4	-20.7	-3.7	-13.3
CCC(C)(C)n1nnnc1C(c1ccccc1F)N1CCN(C(=O)c2ccco2)CC1 (centres undefined)	94.0	-3.9	0.0	10.2	2.1	2.9	-6.9	-1.2	-2.7	-2.7
COCCn1c(C)cc(C2=NNC(=Nc3ccccc3)SC2)c1C	94.0	-6.4	-3.6	-7.2	-6.2	-22.5	-3.6	-11.2	-3.2	.
COC(=O)C[C@@H]1C=C[C@@H](NC(=O)CN(C)C)[C@@H](CO)O1	.	.	.	.	2.4	.	-14.7	.	3.8	-6.9
COCCN1C(=O)c2ccc(C(=O)NCc3ccco3)cc2C1=O	96.0	-2.3	-2.0	4.2	3.8	1.8	-0.4	-0.6	11.2	.
Cc1cccc(NC(=O)c2ccc3c(=O)n4c(nc3c2)CCCCC4)n1	95.0	-4.0	-3.2	12.2	-3.8	-0.9	-4.4	-11.2	-3.9	-3.6
COc1cccc(-n2c(SC3CCOC3=O)nc3ccccc3c2=O)c1 (centres undefined)	96.0	-2.7	-0.8	9.7	0.8	17.4	-1.6	0.1	6.5	-8.1
CN1CCN(S(=O)(=O)c2ccc(NC(=O)c3cccc(S(=O)(=O)N4CCCC4)c3)cc2)CC1	103.0	-7.7	-1.2	8.7	4.5	-1.8	-1.4	-2.5	-2.8	-4.2
CC(C)CC(C(=O)NC(=O)NCc1ccccc1)N1C(=O)c2ccccc2C1=O (centres undefined)	103.0	1.1	-2.2	4.5	-2.9	2.7	-1.7	-0.2	-7.0	.
Cc1ccc(-n2c(SCC(=O)NC3CCCCC3)nc3c(c2=O)SCC3)cc1	97.0	-1.5	-0.9	2.5	2.5	6.1	4.4	0.6	2.3	-5.6
Cc1ccc(NC(=O)CN2C(=O)C3CC=CCC3C2=O)cc1S(=O)(=O)N1CCOCC1 (centres undefined)	105.0	-8.8	0.0	9.7	2.1	-1.0	-9.5	1.4	10.5	-6.7
CC(C)C1C(=O)N(Cc2cn(CCC3OCCCO3)nn2)CCS(=O)(=O)N1Cc1ccc(-c2cccc(N(C)C)c2)cc1 (centres undefined)	101.0	0.4	1.5	3.1	-2.2	1.4	-0.4	-0.3	-2.0	-7.6
CCOC(=O)c1cnc2ccccc2c1Nc1ccc2c(c1)OCCO2	94.0	-1.3	-1.1	10.8	0.8	-0.8	3.1	-15.0	-1.5	-2.3
Cc1cccc(NC(=O)c2sc3nc(C)nc(N4CCOCC4)c3c2C)c1	96.0	1.1	-1.1	4.5	-9.3	24.1	-0.8	-2.3	-2.3	-10.9
Cc1sc2nc(SCC(=O)N3CCN(CCO)CC3)n(-c3ccccc3)c(=O)c2c1C	98.0	2.9	-0.8	4.6	-2.5	17.5	-1.4	-1.1	-1.5	-7.4
C=CCC[C@H](Cc1ccc(F)cc1)C(=O)OC[C@@H](NC(=O)[C@@H](CC=C)CC(=O)N[C@@H](CO)Cc1ccccc1)C(C)(C)C	102.0	0.2	2.7	5.9	-7.8	1.9	-1.4	-2.1	-4.1	-4.2
O=C(CCCCC(=O)NN=Cc1ccc2c(c1)CCC2)NN=Cc1ccc2c(c1)CCC2	92.0	5.7	0.8	7.3	8.4	-0.4	-4.6	2.1	-6.4	-7.0
O=C(Nc1ccc(S(=O)(=O)Nc2cnc3ccccc3n2)cc1)c1cccc(OC(F)F)c1	96.0	10.7	-2.4	13.1	-4.5	-1.0	3.6	1.6	-2.2	-3.9

Part of the list above with just MC4R barr agon, MC4R antagonist and CaV13 ICDI inh.
mol	MC4R barr agon	MC4R antagonist	CaV13 ICDI inh
O=C(Nc1cccc(-c2nc3ccccc3s2)c1)c1cccs1	-2.6	8.2	-4.5
COc1ccc(/C=C2\SC(=O)N(CCCC(=O)Nc3ccc(C(=O)O)cc3)C2=O)cc1	-0.6	0.0	-9.5
O=C(CC1C(=O)NCCN1Cc1cccc(F)c1F)NCCCC1CCCC1 (centres undefined)	-0.9	8.5	-5.8
